# Compound activity from PubChem.
# p53null 32C tox – qHTS Screen for Compounds that Selectively Target Cancer Cells with p53 Mutations: Cytotoxicity of p53 Null Cells at the Permissive Temperature; H1299-neo p53 null cells, ATP luminescence, 24 h, 32C; Potency, µM (doses to about 46.1 µM), for the others: at the highest dose activity change, negative = cytotoxicity, actives largely listed as cytotoxic; 0.62% of 55,000 active; AID 903, 2007;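 also: potency is read from the fitted curve at half-maximal effect; 0% = DMSO only and -100% = full killing by 100 µM tamoxifen; nearly all actives have a fitted effect of over 55% in size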
#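 ATP-content luminescence in p53-null H1299-neo cells after 24 h compound exposure (up to 46 uM) at 32C permissive temperature; 0% and 100% killing set by DMSO and 100 uM tamoxifen; Hill-equation AC50.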
# B2AR arrestin ag – qHTS assay of beta-arrestin-biased ligands of beta2-adrenergic receptor: NCGC Sytravon Library Screen; 44,000 tested, under 10 active; HTLA Tango cells, beta-arrestin recruitment, luciferase luminescence, 18 h; Potency, µM (highest dose often 46.1 µM), without a hit: top-dose activation, actives largely listed as activators;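 also: potency is read from the fitted curve at half-maximal effect; 0% = DMSO and full agonism = EC100 isoproterenol or metaproterenol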
#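 Ligand-induced beta-arrestin recruitment to recombinant beta2-AR is measured via a tTA-driven luciferase reporter in Tango cells after 18 hr compound exposure at 37 degrees C. Concentrations span up to 46 microM.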
# GALK inhibitor – qHTS Assay for Inhibitors of Human Galactokinase (GALK): NCGC Sytravon Library Screen. P51570. recombinant GALK, Kinase-Glo ATP luminescence, 1 h. Potency, µM (highest dose often 57.5 µM), inactives show at the top dose activity, negative = inhibition, most hits filed as inhibitors. 44,000 tested, under 10 active. AID 1347072, 2019;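 also: plate controls were full GALK reaction for no effect and reaction lacking GALK for full effect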
# Target sequence (P51570 whole entry, looked up): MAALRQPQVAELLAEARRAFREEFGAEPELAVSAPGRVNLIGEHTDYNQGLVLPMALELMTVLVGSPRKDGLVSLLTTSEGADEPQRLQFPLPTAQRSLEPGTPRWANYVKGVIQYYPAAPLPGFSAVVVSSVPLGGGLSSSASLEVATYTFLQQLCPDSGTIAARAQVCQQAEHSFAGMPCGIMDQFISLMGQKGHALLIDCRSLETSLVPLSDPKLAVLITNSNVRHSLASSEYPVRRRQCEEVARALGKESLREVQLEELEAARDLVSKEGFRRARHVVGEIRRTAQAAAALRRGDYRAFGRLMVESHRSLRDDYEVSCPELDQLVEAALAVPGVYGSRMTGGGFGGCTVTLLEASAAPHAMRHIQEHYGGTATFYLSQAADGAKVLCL
#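 Luminescent ATP-depletion readout (Kinase-Glo Plus) after 1 h room-temperature incubation of human GALK (5 nM) with galactose 100 µM and ATP 35 µM, pH 8.0 HEPES/Mg2+ buffer; compounds tested in qHTS format.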
# NTMT1 inh – Primary qHTS for Inhibitors of N-terminal methyltransferase 1 (NTMT1): MTaseGlo Assay | N-terminal Xaa-Pro-Lys N-methyltransferase 1 (Homo sapiens), Q9BV86 | NTMT1 MTase-Glo SAH luminescence, purified enzyme | Potency, µM (doses to about 114 µM), for inactives: top-dose activity change, negative = inhibition, most hits filed as inhibitors | 2.5% of 59,000 active | AID 1645870, 2021;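 also: potency is read from the fitted curve at half-maximal effect; plate controls were DMSO vehicle for no effect and no enzyme for full effect; nearly all actives have a fitted effect of over 65% in size; many of its hits are not listed in these tables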
# p53null 39C tox – qHTS Screen for Compounds that Selectively Target Cancer Cells with p53 Mutations: Cytotoxicity of p53 Null Cells at the Nonpermissive Temperature; 0.97% of 55,000 active; H1299 p53-null (neo) cells, 39C, ATPlite viability, 24 h; Potency, µM (series often up to 46.1 µM), for inactives: top-dose activity, negative = cell killing, most hits filed as cytotoxic;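 also: potency is read from the fitted curve at half-maximal effect; 0% = DMSO only and -100% = full killing by 100 µM tamoxifen; nearly all actives have a fitted effect of over 50% in size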
#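 Concentration-response (up to 46 uM) was run for 24 h at the nonpermissive 39C on H1299-p53A138V or H1299-neo cells. ATP content was measured with ATPlite luminescence. AC50 values were Hill-modeled after normalizing between DMSO and 100 uM tamoxifen killing.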
# TSG101-PTAP inh – qHTS Validation Assay for Inhibitors of HIV-1 Budding by Blocking the Interaction of PTAP/TSG101: Sytravon Library Screen. Fluorescence polarization, FITC-PTAP peptide/Tsg101, 20 min. Potency, µM (doses to about 115 µM), inactives show top-dose activity change, negative = inhibition, most hits filed as inhibitors. 44,000 tested, under 10 active. AID 1347069, 2019; also: potency is read from the fitted curve at half-maximal effect; 0% is about no effect
#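 Fluorescence polarization: Tsg101 binding domain (10 uM final) in 10 mM HEPES pH 7.5, 0.15 M NaCl, 0.01% Tween 20, 3 mM EDTA, 0.1 mM TCEP; compounds pinned; FITC-PTAP peptide 50 nM final; 20 min, r.t.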
# FH mod – Identification of activators of human fumarate hydratase by quantitative high-throughput screening. FH coupled MDH/diaphorase resazurin fluorescence, 15 min. 0.22% of 54,000 active. AID 1347055, 2019. Potency, µM (top dose mostly 79.9 µM), inactives show at the highest dose activity change, negative = inhibition, most hits filed as inhibitors. Fumarate hydratase, mitochondrial (Homo sapiens), P07954; also: potency is read from the fitted curve at half-maximal effect; % is scaled to controls: 0 for no effect and ±100 for the full control effect; the screen sought activators but most active calls are inhibition curves; nearly all actives have a fitted effect of over 45% in size
# Target sequence (P07954 whole entry, looked up): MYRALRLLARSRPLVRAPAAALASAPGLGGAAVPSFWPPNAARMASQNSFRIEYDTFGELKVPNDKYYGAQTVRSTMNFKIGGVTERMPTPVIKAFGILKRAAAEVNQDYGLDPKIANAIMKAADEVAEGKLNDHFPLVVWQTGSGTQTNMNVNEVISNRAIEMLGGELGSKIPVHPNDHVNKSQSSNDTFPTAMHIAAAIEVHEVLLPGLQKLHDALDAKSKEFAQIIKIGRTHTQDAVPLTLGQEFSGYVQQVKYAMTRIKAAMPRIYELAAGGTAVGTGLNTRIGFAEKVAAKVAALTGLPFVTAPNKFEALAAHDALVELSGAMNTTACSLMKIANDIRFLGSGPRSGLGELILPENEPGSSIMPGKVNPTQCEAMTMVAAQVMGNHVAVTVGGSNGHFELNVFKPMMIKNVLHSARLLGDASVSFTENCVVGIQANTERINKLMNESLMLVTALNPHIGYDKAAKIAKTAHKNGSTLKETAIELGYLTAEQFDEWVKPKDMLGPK
# Starred values were filed as active, the others as inactive; ? = inconclusive; / = not tested or not shown; [ ] = remark or other dose. Calls follow the shape of the dose curve; as a rule, active = well fitted curve in the direction sought with a large enough effect; inconclusive = small, poorly fitted or top-dose-only effect, or another doubt; inactive = no such curve, though single readings can be large; an effect the other way counts as inactive or inconclusive. Some of the compounds tested (hit frequency here may not be typical).
SMILES,p53null 32C tox,B2AR arrestin ag,GALK inhibitor,NTMT1 inh,p53null 39C tox,TSG101-PTAP inh,FH mod
COc1ccc(C)cc1NC(=O)Cc1c(C(=O)O)c(C)cn1C,-6%,-3%,3%,2%,-3%,-4%,7%
O=C(Nc1ccc(Cl)cc1)C1CCN(c2nc3ccccc3nc2C(F)(F)F)CC1,-7%,1%,0%,-8%,-10%,-1%,12%
CC(C)Oc1ccc(CNC(=O)c2cnc3sc(N4CCCCC4)nn3c2=O)cc1,-4%,0%,-1%,/,-11%,2%,/
Cc1ccc(CCNC(=O)c2ccc3[nH]c(C)c(C)c3c2)cc1,-7%,1%,0%,?,-2%,-1%,35µM*
CCC(=O)N1CCc2cc(Br)cc(S(=O)(=O)N3CCC(C(=O)Nc4ccccc4F)CC3)c21,14%,-1%,-7%,-2%,-3%,-6%,-9%
Cc1ccc(N2C(=O)NC(NS(=O)(=O)c3ccccc3)(C(F)(F)F)C2=O)cc1C (configuration not stated),-1%,0%,0%,33%[activator],12%,0%,5%
CCOC(=O)c1c(Oc2ccc(C(C)=O)cc2)nnc(-c2ccccc2)c1-c1ccccc1,11%,-2%,-3%,5%,37%[activator],0%,-29%
COc1ccc(C)cc1NC(=O)CSc1nc(=O)n(Cc2ccncc2)c2c1CCC2,-5%,-3%,2%,5%,7%,0%,-3%
N#Cc1cccc(NC(=O)C2CCN(S(=O)(=O)c3ccc4c(c3)CCCN4C(=O)C3CCC3)CC2)c1,0%,1%,2%,3%,0%,-2%,-13%
CCCN1CCc2nc(N3CCN(CC)CC3)ncc2C1,-5%,10%,0%,6%,-9%,-9%,9%
CCOc1ccc(S(=O)(=O)N2CCC(N3CCN(Cc4ccc(C)cc4)C(=O)C3=O)CC2)cc1,6%,-1%,-1%,/,-1%,-1%,/
COc1ccc(-c2cc(C(=O)N3CCCCC3C)no2)cc1OC (configuration not stated),7%,1%,5%,9%,-14%,0%,-1%
Cc1ccc(C)c(NC(=O)N2CC=C(c3c[nH]c4ccccc34)CC2)c1,15%,0%,3%,-1%,4%,40%[activator],?
COc1ccccc1Nc1nn2c(=O)c3ccc(C(=O)N4CCCC(C)C4)cc3nc2s1 (configuration not stated),-2%,0%,7%,-12%,-2%,-2%,?
Cc1ccc(C)c(Cn2c(=O)n(CCCC(=O)NCCc3ccc(Cl)cc3)c(=O)c3ccccc32)c1,-9%,-1%,6%,-4%,-25%,0%,0%
Cc1c(C(=O)NCc2ccccc2Cl)sc2ncnc(N(C)C3CCCCC3)c12,27%,-3%,-4%,-11%,54%[activator],-3%,-12%
COc1cccc(CNC(=O)CC(c2ccc(C)cc2)N2Cc3ccccc3C2=O)c1 (configuration not stated),3%,1%,3%,-14%,-5%,-2%,11%
Cc1ccc(NC(=O)c2ccc(=O)n(CC(=O)Nc3cccc(C)c3)n2)cc1,0%,-4%,1%,2%,0%,0%,7%
COCCCN(Cc1ccco1)C(=O)c1cc2c(s1)-c1ccccc1OC2,4%,1%,-4%,-17%,?,-3%,-13%
Cc1ccc2oc(=O)c3cnn(CC(=O)N4CCN(c5ccc(F)cc5)CC4)c3c2c1,-5%,-2%,-2%,12%,27%,-2%,0%
CC(C)c1ccc(OCC(=O)N(Cc2cccs2)C2CCS(=O)(=O)C2)cc1 (configuration not stated),-5%,1%,3%,7%,?,-4%,-3%
COc1cccc(-n2ccnc2SCC(=O)Nc2cccc3ccccc23)c1,7%,-1%,0%,0%,2%,-4%,?
Cc1cccc(Cn2c(CNC(=O)c3ccccc3)nc3ccccc32)c1,-4%,0%,8%,-1%,-25%,2%,-7%
CCC(Sc1nc2cc(OC)c(OC)cc2c(=O)n1Cc1ccc(OC)cc1)C(=O)NCCOC (configuration not stated),-10%,0%,2%,1%,16%,3%,1%
Cc1ccc(S(=O)(=O)Cc2nc(-c3ccc(C(=O)NCCCOC(C)C)cc3)oc2C)cc1,-7%,2%,-5%,-3%,15%,-1%,3%

# Filtered by structure: the compounds so far containing an aryl methoxy group
SMILES,p53null 32C tox,B2AR arrestin ag,GALK inhibitor,NTMT1 inh,p53null 39C tox,TSG101-PTAP inh,FH mod
COc1ccc(C)cc1NC(=O)Cc1c(C(=O)O)c(C)cn1C,-6%,-3%,3%,2%,-3%,-4%,7%
COc1ccc(C)cc1NC(=O)CSc1nc(=O)n(Cc2ccncc2)c2c1CCC2,-5%,-3%,2%,5%,7%,0%,-3%
COc1ccc(-c2cc(C(=O)N3CCCCC3C)no2)cc1OC (configuration not stated),7%,1%,5%,9%,-14%,0%,-1%
COc1ccccc1Nc1nn2c(=O)c3ccc(C(=O)N4CCCC(C)C4)cc3nc2s1 (configuration not stated),-2%,0%,7%,-12%,-2%,-2%,?
COc1cccc(CNC(=O)CC(c2ccc(C)cc2)N2Cc3ccccc3C2=O)c1 (configuration not stated),3%,1%,3%,-14%,-5%,-2%,11%
COc1cccc(-n2ccnc2SCC(=O)Nc2cccc3ccccc23)c1,7%,-1%,0%,0%,2%,-4%,?
CCC(Sc1nc2cc(OC)c(OC)cc2c(=O)n1Cc1ccc(OC)cc1)C(=O)NCCOC (configuration not stated),-10%,0%,2%,1%,16%,3%,1%

# Additional compounds follow.
SMILES,p53null 32C tox,B2AR arrestin ag,GALK inhibitor,NTMT1 inh,p53null 39C tox,TSG101-PTAP inh,FH mod
O=C(COc1ccc(F)cc1)NCc1ccc2c(c1)CCN2C(=O)c1ccc(F)cc1,-3%,1%,0%,10%,-7%,-5%,-20%
COc1ccc(CNC(=O)C(C)N2Cc3ccccc3C2=O)cc1 (configuration not stated),0%,0%,3%,0%,24%,-1%,21%
CC(C)c1ccc(NC(=O)Cn2nnc(C(=O)NCc3ccc4c(c3)OCO4)c2N)cc1,2%,0%,0%,-6%,-17%,-2%,-2%
COc1c(Cl)cc(C(=O)Nc2cccc(-c3nc4ccccc4[nH]3)c2)cc1Cl,?,-1%,0%,-2%,?,2%,-12%
Cc1cccc(C2C=C(c3ccc(F)cc3)Nc3nc4ccccc4n32)c1 (configuration not stated),?,0%,2%,6%,?,-10%,-7%
Cc1cc(C)cc(NC(=O)CCCn2c3ccccc3c(=O)c3ccccc32)c1,4%,-1%,-16%,-3%,?,0%,-25%
CCOc1ccc(NC(=O)C2CCC(CNS(=O)(=O)c3ccc(Br)s3)CC2)cc1 (configuration not stated),-2%,1%,-9%,12%,24%,0%,-10%
COCCNC(=O)CSc1nc2cc3c(cc2c(=O)n1Cc1ccc(C(=O)NCCc2ccc(OC)c(OC)c2)cc1)OCO3,14%,-2%,-1%,0%,-10%,-3%,-5%
Cc1ccc(N2CCN(C(=O)c3nn(C)c4c3CSc3ccccc3-4)CC2C)cc1 (configuration not stated),9%,-3%,3%,18%,-8%,0%,-16%
Oc1cccc(Nc2ncnc3sc4c(c23)CCCC4)c1,13%,0%,?,9%,1%,-3%,7%
Cc1nc(N2CCCC2)c2c(C(=O)Nc3ccc(Br)cc3F)c(C)oc2n1,-2%,-1%,2%,-9%,-16%,-2%,5%
COc1ccc(Cl)cc1NC(=O)CSC1=Nc2ccccc2C2=NC(CCC(=O)NCc3ccco3)C(=O)N12 (configuration not stated),17%,-2%,-8%,-16%,0%,1%,-13%
CCc1ccc(-c2cn3c(n2)sc2cc(C(=O)NCCc4ccc(OC)cc4OC)ccc23)cc1,12%,1%,-9%,22%,-14%,0%,-1%
Cc1ccc(C)c(Nc2cc(C(=O)NCCCN(C)C3CCCCC3)c3ccccc3n2)c1,7%,0%,6%,-16%,?,-4%,2%
Cc1ccc(CNC(=O)C2CCCN(S(=O)(=O)c3ccc4c(ccn4C)c3)C2)cc1 (configuration not stated),-5%,1%,0%,2%,-12%,-4%,2%
Cc1cccc(C)c1NC(=O)CN(C)S(=O)(=O)c1ccc2c(c1)n(C)c(=O)c(=O)n2C,-11%,-2%,-1%,1%,?,-2%,-16%
CSc1ncc(C(=O)Nc2cccc(C)c2C)c(-c2ccccc2)n1,-2%,-1%,7%,8%,-15%,1%,-15%
CCOC(=O)c1c(C)[nH]c(C)c1S(=O)(=O)N1CCC(C(=O)Nc2ccc(C)c(Cl)c2)CC1,-11%,0%,2%,0%,?,-3%,?
Cc1ccc(-n2nc(C(=O)Nc3ccc(F)cc3Cl)c(=O)n(C)c2=O)cc1,10%,0%,0%,1%,-13%,-1%,-6%
CCn1cc(C(=O)NCCCOC)c(=O)c2cc(S(=O)(=O)N3CCc4ccccc4C3)ccc21,4%,-2%,0%,?,-7%,-10%,-29%
Cc1nc(-c2ccc(C)c(N3CCN(C(=O)Nc4ccccc4C(F)(F)F)CC3)c2)no1,3%,0%,-1%,7%,12%,-4%,7%
Cc1ccc(S(=O)(=O)N2CCCc3cc(NC(=O)c4c(F)cccc4F)ccc32)cc1,7%,1%,-3%,12%,19%,-7%,-15%
Cc1ccc(Nc2cc(C(=O)NC3CCCC3)c3ccccc3n2)cc1C,-2%,-1%,2%,9%,-15%,1%,10%
Cc1cccc(NC(=O)COC(=O)CCCC2=NS(=O)(=O)c3ccccc3N2)c1,0%,1%,-9%,?,11%,-1%,-10%

# Arranged by molar mass (low to high): some entries from above
SMILES,p53null 32C tox,B2AR arrestin ag,GALK inhibitor,NTMT1 inh,p53null 39C tox,TSG101-PTAP inh,FH mod
Oc1cccc(Nc2ncnc3sc4c(c23)CCCC4)c1,13%,0%,?,9%,1%,-3%,7%
Cc1ccc(-n2nc(C(=O)Nc3ccc(F)cc3Cl)c(=O)n(C)c2=O)cc1,10%,0%,0%,1%,-13%,-1%,-6%
CCc1ccc(-c2cn3c(n2)sc2cc(C(=O)NCCc4ccc(OC)cc4OC)ccc23)cc1,12%,1%,-9%,22%,-14%,0%,-1%
CCOc1ccc(NC(=O)C2CCC(CNS(=O)(=O)c3ccc(Br)s3)CC2)cc1 (configuration not stated),-2%,1%,-9%,12%,24%,0%,-10%
